hcGAS lum: human cGAS inhibition. actives 0.081% (n = 290,000). recombinant h-cGAS, ATP depletion, Kinase-Glo luminescence. Q8N884. inhibition, % at 12.5 µM; in the data active means inhibition above about 40%;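 further: 0% = vehicle reaction and 100% = reaction without DNA for no activity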
Numbers without * were called inactive.

Molecule	hcGAS lum
C[Se]C1=NC(c2ccccc2)=CC(c2ccco2)C1C#N (centres undefined)	-5.2
O=C(Cc1c(F)cccc1Cl)N1CCN(CCO)CC1	-5.8
C1CCC(CNC2CCCC2)CC1	-5.2
CN1CCN([C@H]2CN(C(=O)Cc3ccc(F)c(F)c3F)C[C@@H]2O)CC1	-4.4
CCN(CC)C(=O)c1ccc(NC(=O)COc2ccc(F)c(Cl)c2)cc1	-1.0
CC(C)(N)Cc1ccccc1	-2.8
CC1CCCC(=O)CCCCCc2cc(O)cc(O)c2C(=O)O1 (centres undefined)	-9.2
O=C(CCCc1cn[nH]c1)N1C[C@@H](c2ccccc2)[C@@H]2[C@H]1C1CCN2CC1	-10.2
CCCc1cc(C(=O)N[C@H]2C[C@H]3CN(C)CCN3C2)ccn1	-5.6
COc1nc(C)cc(C)c1CNc1ncnc2c1CCN(C(=O)C1CC1)C2	-7.3
COc1cc(Cl)c(C)cc1-n1c(=S)[nH]c2ccccc2c1=O	-11.0
c1ccc2c(CN3CCC4(CCCNC4)C3)c[nH]c2c1 (centres undefined)	-8.0
CC(CC(C(N)=O)(c1ccccc1)c1ccccc1)N(C)C (centres undefined)	-5.5
CC(C)C12CN3CCN(CC(C3)C1O)C2 (centres undefined)	-5.4

An excerpt of these results, as labelled records:
O=C(Cc1c(F)cccc1Cl)N1CCN(CCO)CC1
  hcGAS lum: -5.8

C1CCC(CNC2CCCC2)CC1
  hcGAS lum: -5.2

CN1CCN([C@H]2CN(C(=O)Cc3ccc(F)c(F)c3F)C[C@@H]2O)CC1
  hcGAS lum: -4.4

CCN(CC)C(=O)c1ccc(NC(=O)COc2ccc(F)c(Cl)c2)cc1
  hcGAS lum: -1.0

Some of the compounds tested; count on the stated rates, not on these rows.
